DDE Tn7 FP inh: DD(E)-Tn7 binding inhibition, primary FP screen. P02675. FP displacement of FITC-Tn7 peptide from fibrin DD(E); 0% = median of compound wells per plate. inhibition, % at 8.3 µM. 0.13% of 370,000 active;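 active = inhibition above the mean of compounds falling within the control limits plus 3 SD of them, cut at about 14% in these data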;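 also: 0% = plate median of compound wells and 100% = 10 µM Aha-Tn7 peptide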
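Test system: human clot-derived fibrin DD(E) complex / Quantity: 2 µM final DD(E) protein / Incubation: 10 min plus 3 h, room temperature / Measured by: fluorescence polarization / Benchmarks: high control of 10 µM Aha-Tn7 peptide / Replicates: singlicate testing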
Tn6 DDE FP: DD(E)-Tn6 binding inhibition, primary FP screen | P02675 | Fibrin DD(E) TRITC-Tn6 fluorescence polarization displacement | 0.21% of 370,000 active | inhibition, % at 8.3 µM;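 active = inhibition above a per-campaign cutoff: mean of compounds within control limits plus 3 SD, cut at about 15% in these data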;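 also: 0% = median of all compound wells on the plate and 100% = blocking peptide control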
ASAP1 inh: inhibitors of human ASAP1 ArfGAP activity; Q9ULH1; ASAP1-stimulated ARF1 GTP hydrolysis, GDP FP detection; inhibition, % at 16.5 µM; 0.19% of 360,000 active; AID 624377; in the data active = inhibition above about 25%;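 also: 0% = vehicle with enzyme and substrate and 100% = no enzyme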
SIAE primary: inhibitors of human sialic acid acetylesterase SIAE; Q9HAT2; SIAE FP-Rh probe binding, fluorescence polarization; inhibition, % at 9.66 µM; 0.69% of 370,000 active; AID 1053197;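 active = inhibition above a cutoff: mean of compounds within the control limits plus 3 SD of those, cut at about 17% in these data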;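 also: 0% = plate median of compound wells and 100% = probe without SIAE protein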
TDP2 inh: blocks human TDP2 phosphodiesterase activity; recombinant TDP2, T5PNP hydrolysis, p-nitrophenol absorbance 415 nm; inhibition, % at 12.8 µM; 0.34% of 370,000 active;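 active = inhibition above the mean of all tested compounds plus 3 SD, set per campaign, cut at about 25% in these data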;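 also: 0% = DMSO with enzyme and 100% = buffer with substrate but no TDP2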
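Assay system: recombinant human TDP2 / Reagent: T5PNP substrate at 5 mM, a TopII-DNA adduct mimic / Measured by: epi absorbance from released p-nitrophenol / Evaluation: % inhibition relative to enzyme-containing and enzyme-free wells / Control set: enzyme-free and DMSO wells / Replicates: each compound tested once, singlicate / Schedule: enzyme reaction with compound for 2 h at 37 °C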
PLCb3 inh: PLC-beta3 (human) inhibition, primary screen; Q01970; Purified PLC-beta3, fluorogenic substrate, fluorescence; inhibition, % at 12.2 µM; 0.18% of 370,000 active; AID 720704; in the data active = inhibition above about 11%;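 also: 0% = median of compound wells on plate and 100% = full blocker control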
Target sequence (Q01970 whole entry, looked up): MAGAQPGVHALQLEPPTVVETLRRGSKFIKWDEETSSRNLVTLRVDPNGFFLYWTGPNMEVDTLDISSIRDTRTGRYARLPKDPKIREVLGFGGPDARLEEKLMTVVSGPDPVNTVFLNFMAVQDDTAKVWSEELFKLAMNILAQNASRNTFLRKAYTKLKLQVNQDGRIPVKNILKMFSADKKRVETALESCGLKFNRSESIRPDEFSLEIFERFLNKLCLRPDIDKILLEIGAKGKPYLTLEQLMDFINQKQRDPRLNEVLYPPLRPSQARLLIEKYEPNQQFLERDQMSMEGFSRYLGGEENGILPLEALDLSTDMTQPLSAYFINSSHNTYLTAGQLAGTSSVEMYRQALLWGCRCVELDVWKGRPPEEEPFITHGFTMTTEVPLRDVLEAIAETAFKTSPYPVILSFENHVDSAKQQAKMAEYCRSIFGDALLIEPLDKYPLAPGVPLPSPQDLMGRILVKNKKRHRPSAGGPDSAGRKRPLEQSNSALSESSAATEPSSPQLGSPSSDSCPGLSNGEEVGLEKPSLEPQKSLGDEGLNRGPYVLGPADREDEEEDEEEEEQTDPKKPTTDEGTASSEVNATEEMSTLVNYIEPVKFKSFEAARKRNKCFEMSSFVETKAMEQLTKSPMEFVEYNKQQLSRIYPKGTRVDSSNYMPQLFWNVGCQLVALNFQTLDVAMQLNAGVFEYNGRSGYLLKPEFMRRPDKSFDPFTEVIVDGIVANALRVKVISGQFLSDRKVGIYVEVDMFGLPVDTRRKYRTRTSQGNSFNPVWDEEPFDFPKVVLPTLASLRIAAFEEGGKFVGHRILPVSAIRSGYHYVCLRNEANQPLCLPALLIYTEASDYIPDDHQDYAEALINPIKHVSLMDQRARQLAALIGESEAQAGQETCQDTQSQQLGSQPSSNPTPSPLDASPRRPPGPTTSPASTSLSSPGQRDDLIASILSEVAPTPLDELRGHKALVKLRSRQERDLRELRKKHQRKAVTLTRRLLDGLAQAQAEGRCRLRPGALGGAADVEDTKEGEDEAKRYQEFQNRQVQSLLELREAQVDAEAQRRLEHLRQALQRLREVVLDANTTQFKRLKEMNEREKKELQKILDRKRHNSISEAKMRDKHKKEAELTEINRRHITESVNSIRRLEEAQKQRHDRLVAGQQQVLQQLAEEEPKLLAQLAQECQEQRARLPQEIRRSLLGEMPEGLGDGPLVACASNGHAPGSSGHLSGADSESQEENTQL
ADAM17 inh: inhibitors of human ADAM17 | 0.83% of 370,000 active | inhibition, % at 6.95 µM | recombinant ADAM17, EDANS/DABCYL FRET peptide cleavage | P78536;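 active = inhibition above the mean of compounds lying between control limits plus 3 SD, set per campaign, cut at about 8.5% in these data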;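 also: 0% = DMSO-only wells as the low control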
ADAM10 inh: inhibits human ADAM10. O14672. recombinant ADAM10, EDANS/DABCYL FRET peptide cleavage, 3 h. inhibition, % at 7 µM. 0.62% of 370,000 active. AID 720582;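 active = inhibition above a per-campaign cutoff equal to the mean of compounds falling between control-based bounds plus 3 SD, cut at about 20% in these data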;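 also: 0% = DMSO wells while the 100% control is not disclosed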
PLC-gamma1 inh: inhibitors of human phospholipase C gamma1. 0.84% of 370,000 active. P19174. purified PLC-gamma1, fluorogenic substrate, fluorescence. inhibition, % at 12.2 µM. AID 720700; in the data active = inhibition above about 9.5%
ARFGAP1 inhibitor: inhibits rat ARF GTPase activating protein 1 | inhibition, % at 16.5 µM | Arfgap1-stimulated ARF1 GTP hydrolysis, GDP FP detection | 0.26% of 360,000 active | AID 651572;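 active = inhibition above a per-plate limit, mean inhibition of low control wells plus 3 SD, cut at about 25% in these data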;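 also: 0% = DMSO wells with enzyme and 100% = wells lacking Arfgap1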
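Material: truncated rat Arfgap1 GAP domain; Incubation: compound-enzyme preincubation 20 min, reaction 120 min, detection 60 min, 25 °C; Read-out: percent inhibition of Arfgap1-stimulated GTP hydrolysis; Technique: FP, GDP Alexa 633 tracer displaced from anti-GDP antibody, 620/688 nm; Controls: No-Arfgap1 wells (100%) versus DMSO full-reaction wells (0%); Replication: single well per compound.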
* marks the source's active call; other numbers are inactive results; . = no result given.

no. | Molecule | DDE Tn7 FP inh | Tn6 DDE FP | ASAP1 inh | SIAE primary | TDP2 inh | PLCb3 inh | ADAM17 inh | ADAM10 inh | PLC-gamma1 inh | ARFGAP1 inhibitor
1 | CN(Cc1ccccc1)C(=O)c1csc([C@@H]2O[C@H](CO)[C@H](O)[C@H](O)[C@H]2O)n1 | 5 | 5 | -3 | 1 | 6 | 3 | -4 | -5 | -2 | 2
2 | CCc1nnc(NC(=O)CCC(=O)NCc2ccc(C)cc2)s1 | 7 | 3 | -7 | -2 | -11 | -7 | 2 | -2 | 3 | 20
3 | CC1=C/C(=N\NC(=S)NCc2ccccc2)CC1 | 6 | 1 | 11 | 1 | 2 | -3 | 0 | 2 | 0 | -2
4 | CCN(CC)C(=S)Nc1c(C)n(C)n(-c2ccccc2)c1=O | 7 | 11 | 3 | 2 | 3 | 2 | -1 | -1 | -1 | -13
5 | O=C(O)c1cccc(S(=O)(=O)N2CCN(C(c3ccccc3)c3ccccc3)CC2)c1 | 0 | 0 | 4 | -1 | 3 | 1 | 4 | 1 | 6 | 1
6 | O=C(O)c1cccc2c1C(=O)N(Cc1ccccc1)C2 | 2 | 2 | -4 | 5 | -16 | -3 | -1 | 17 | 5 | -5
7 | Cc1ccc(O)c(N/C=C/C(=O)c2ccc(F)cc2)c1 | 2 | 2 | -2 | 11 | -6 | -45 | -1 | 4 | -36 | -1
8 | COc1ccc(CCNC(=O)COc2nncc3ccccc23)cc1 | -2 | -3 | 1 | 2 | 0 | -3 | -3 | -5 | -2 | 11
9 | COc1ccccc1NC(=S)N1CCN(c2ccccc2F)CC1 | 4 | 2 | -4 | -3 | -10 | -7 | 1 | 0 | 1 | -9
10 | O=C(NC(=O)c1c(F)cccc1F)Nc1cccc(Oc2ncc(Cl)cn2)c1 | 6 | 6 | -9 | -5 | 4 | 0 | 2 | -1 | -2 | -5
11 | CCOc1cc(/C=C/c2cccc[n+]2C)ccc1O | 4 | -8 | -2 | -1 | -5 | -58 | -1 | -4 | -48 | 10
12 | O=C(NCC1CCCO1)C1CCCN(S(=O)(=O)c2ccc(F)cc2)C1 (configuration not stated) | 2 | -12 | 2 | 14 | -6 | 0 | -10 | 2 | 6 | 1
13 | COc1ccc(S(=O)(=O)NCC(=O)N(CC(=O)NC(C)(C)C)Cc2cccs2)cc1 | 6 | -8 | 7 | -9 | -7 | -5 | -4 | -6 | -1 | 0
14 | Cc1c(NC(=O)CC2CC(C)OC2=O)c(=O)n(-c2ccccc2)n1C (configuration not stated) | 0 | 5 | 7 | -13 | -12 | -1 | -3 | 8 | 2 | 2
15 | O=S(=O)(c1cccc(C(F)(F)F)c1)N1CCN(C(=S)NCc2ccco2)CC1 | 2 | 0 | -4 | -10 | -1 | -2 | 2 | -3 | -1 | 16
16 | CCOc1ccc(CN(C)CC(=O)c2c(N)n(Cc3ccccc3)c(=O)n(CC)c2=O)cc1OC | 2 | -4 | 1 | -5 | 5 | -8 | -6 | -5 | -2 | 2
17 | Cc1cc(C)cc(NC(=S)Nc2cccc3ccccc23)c1 | 3 | -2 | 11 | 3 | -1 | -133 | -75 | -226 | -93 | 4
18 | CCOC(=O)c1c(S(=O)(=O)N2CCN(c3ccc(F)cc3)CC2)c(C)n(C)c1C | -3 | -6 | 9 | 3 | 11 | -5 | 1 | 2 | 0 | 11
19 | CCC(C)(C)NC(=O)C(c1cccn1C)N(Cc1ccc(OC)cc1)C(=O)Cn1nnc2ccccc21 (configuration not stated) | 4 | -5 | -4 | 0 | -1 | 4 | 0 | 8 | 2 | 12
20 | CC(=O)c1cccc(NC(=O)c2c(F)c(F)c(F)c(F)c2F)c1 | 5 | 3 | 9 | -1 | 2 | 3 | -3 | 3 | -1 | -5
21 | CC(C)NCC(O)COCc1ccc(Cl)cc1 (configuration not stated) | -8 | 6 | -19 | -6 | -15 | 3 | 3 | -2 | 1 | 10
22 | Cc1nc(-c2ccc(O)c(O)c2)cs1 | -1 | -3 | 6 | 3 | 13 | 2 | 1 | 4 | 3 | -2
23 | CCc1cccc(C)c1NC(=O)C(c1ccc(O)cc1)N1CCC1=O (configuration not stated) | 1 | -5 | -1 | 4 | 4 | 1 | -3 | -4 | 0 | -6
24 | FC(F)Sc1ccc(NC(=S)NC2CCC(NC(=S)Nc3ccc(SC(F)F)cc3)CC2)cc1 (configuration not stated) | 8 | 3 | 7 | -7 | -4 | 2 | -2 | 10 | -1 | -13
25 | CCOc1ccc(NC(=O)COC(=O)C23CC4CC(CC(C4)C2)C3)c([N+](=O)[O-])c1 | -1 | -5 | 0 | -1 | -5 | -2 | 0 | 2 | -2 | 15
26 | Cc1ccccc1Sc1ncnc2onc(C)c12 | -2 | 2 | 8 | -2 | -11 | 5 | 2 | 10 | -1 | 15
27 | CC1CN(C(=O)c2cc(S(=O)(=O)N3CCN(c4ccccc4)CC3)ccc2Cl)CC(C)O1 (configuration not stated) | 0 | 8 | -17 | 4 | 22 | -5 | 0 | 0 | 1 | -5
28 | CC1(c2ccccc2)CC(c2ccccc2)=Nc2nonc2N1 (configuration not stated) | 5 | 2 | 12 | -6 | -2 | -4 | 1 | 3 | -8 | 5
29 | CCCc1cc(Nc2ccccc2)n2ncnc2n1 | -2 | -11 | 13 | -5 | -18 | -1 | 2 | 4 | 7 | -3
30 | Cc1cccnc1NC(=O)CSc1nnc(CNC(=O)c2cccc([N+](=O)[O-])c2)n1C | 5 | 3 | -6 | 4 | -1 | -7 | -4 | -1 | -2 | -2

Next section:
no. | Molecule | DDE Tn7 FP inh | Tn6 DDE FP | ASAP1 inh | SIAE primary | TDP2 inh | PLCb3 inh | ADAM17 inh | ADAM10 inh | PLC-gamma1 inh | ARFGAP1 inhibitor
31 | Cc1ccc(S(=O)(=O)Nc2nc(CN3CCOCC3)nc3sc(C(=O)O)c(C)c23)cc1 | -6 | 6 | -6 | -3 | 9 | -21 | -11 | -42 | -14 | 5
32 | O=C(Nc1c(F)cc(F)cc1Br)c1cc(-c2ccc(O)cc2)on1 | -2 | -3 | 3 | -3 | 7 | -4 | 6 | 13 | -2 | 7
33 | O=C1CCC2(CCC(c3ccccc3)CC2)N1CCCO (configuration not stated) | 2 | -2 | . | 6 | 4 | 0 | -2 | -8 | 2 | .
34 | CC1(C)CC(NC(=O)C23CCC(C)(C2Br)C3(C)C)CC(C)(C)N1 (configuration not stated) | -2 | 1 | 10 | 0 | 16 | -2 | -3 | 4 | -1 | -2
35 | COc1ccc(N2CCN(CCCNC(=O)CCc3ccc(F)cc3)CC2)cc1 | 3 | 3 | . | 2 | -2 | 2 | -3 | 0 | 1 | .
36 | Cc1ccsc1C(=O)N1CCN(c2ccccn2)CC1 | 0 | 4 | -16 | 7 | -7 | -5 | -3 | -6 | -1 | -8
37 | COc1ccc(CNC(=O)C(=O)NC2CCC(C)CC2)cc1 (configuration not stated) | 4 | 5 | 13 | -1 | 1 | -5 | -6 | -8 | 2 | 8
38 | O=C(COC(=O)C1CCN(S(=O)(=O)c2cccs2)CC1)Nc1ccccc1 | -3 | 0 | 3 | 4 | -2 | -4 | 3 | 6 | 3 | -5
39 | O=C(c1ccc(NS(=O)(=O)c2ccc3[nH]c(=O)[nH]c3c2)cc1)N1CCN(c2ccccc2)CC1 | -5 | -11 | -10 | 1 | 5 | -3 | 2 | 11 | 1 | -10
40 | COc1ccc(CSC2=C(C#N)C(=O)NC3(CCCCC3)S2)cc1 | 6 | 1 | 4 | 2 | -13 | 2 | 1 | -6 | 3 | 4
41 | CC1=C(C)CC2(SC1)C(=O)N(c1ccccc1)N=C2N (configuration not stated) | -7 | -8 | 6 | 11 | 15 | -3 | -2 | 0 | -1 | 17
42 | CSCC[C@H](N)C(=O)N1CCC(C(=O)N[C@@H](Cc2c[nH]c3ccccc23)C(=O)O)CC1 | -9 | -1 | 19 | 1 | 8 | 0 | 2 | 2 | 2 | -5
43 | CCOC(=O)NC(=O)c1cn(CCN(C)C)c(=O)[nH]c1=O | -6 | -1 | 6 | 1 | 0 | -5 | -3 | -3 | 3 | 11
44 | Cc1cc(NC(=O)CSCC(=O)OCC(=O)c2cccc(Br)c2)no1 | 0 | -19 | 2 | -11 | -14 | -20 | -4 | -7 | -5 | 7
45 | O=C(COC(=O)/C=C/c1ccccc1Cl)Nc1cccnc1Cl | 0 | 7 | 6 | 1 | 4 | -4 | -3 | -10 | -4 | 7
46 | O=C(CCN1C(=O)c2ccccc2C1=O)NCc1ccc(F)cc1 | 7 | 0 | -3 | 4 | -2 | 2 | -7 | -12 | -1 | -3
47 | CC1(C)CC(=O)c2ccc(OCc3ccc([N+](=O)[O-])cc3)cc2O1 | 1 | 1 | 0 | 8 | -13 | -5 | 5 | -2 | 1 | 9
48 | O=C(NCc1cccnc1)c1ccc(Br)o1 | -7 | -8 | -6 | 1 | -13 | -3 | 2 | -6 | 0 | 11
49 | O=C(O)c1cccnc1C(=O)N1CCc2c([nH]c3ccccc23)C1C(F)(F)F (configuration not stated) | 9 | 3 | 0 | 3 | 9 | -2 | -2 | -2 | 0 | -9
50 | Cc1nn(CCC(=O)NNC(=S)NCC(C)C)c(C)c1Br | -4 | 1 | -5 | 0 | 0 | -1 | -2 | -3 | 0 | 7
51 | CC1=C(C)C(c2ccccc2)NC(=S)N1 (configuration not stated) | -1 | -1 | -4 | 4 | 7 | 1 | -3 | -6 | 1 | 1
52 | CCCCc1nc2ccc(S(=O)(=O)O)cc2[nH]1 | -3 | 8 | -3 | -1 | 10 | -10 | -3 | -5 | -1 | -1
53 | CC1CCCCC1NC(=O)c1ccc(-n2cncn2)c([N+](=O)[O-])c1 (configuration not stated) | -4 | 6 | -6 | 0 | 16 | -4 | -2 | -1 | 0 | -9
54 | O=C1CSC(c2cccc([N+](=O)[O-])c2)N1c1c(F)cccc1F (configuration not stated) | -7 | -1 | 21 | 5 | 4 | -3 | -1 | 0 | 1 | -9

Record cards, from the list above:
CC1(C)CC(=O)c2ccc(OCc3ccc([N+](=O)[O-])cc3)cc2O1 as listed: DDE Tn7 FP inh: 1; Tn6 DDE FP: 1; ASAP1 inh: 0; SIAE primary: 8; TDP2 inh: -13; PLCb3 inh: -5; ADAM17 inh: 5; ADAM10 inh: -2; PLC-gamma1 inh: 1; ARFGAP1 inhibitor: 9
O=C(Nc1c(F)cc(F)cc1Br)c1cc(-c2ccc(O)cc2)on1 as listed: DDE Tn7 FP inh: -2; Tn6 DDE FP: -3; ASAP1 inh: 3; SIAE primary: -3; TDP2 inh: 7; PLCb3 inh: -4; ADAM17 inh: 6; ADAM10 inh: 13; PLC-gamma1 inh: -2; ARFGAP1 inhibitor: 7
CC1=C(C)C(c2ccccc2)NC(=S)N1 (configuration not stated) as listed: DDE Tn7 FP inh: -1; Tn6 DDE FP: -1; ASAP1 inh: -4; SIAE primary: 4; TDP2 inh: 7; PLCb3 inh: 1; ADAM17 inh: -3; ADAM10 inh: -6; PLC-gamma1 inh: 1; ARFGAP1 inhibitor: 1

Screening data from PubChem.
